From PubChem BioAssay
TRPC4 inh: inhibitors of mouse TRPC4 channel | B-score at 10 µM | AID 2247 | HEK293 TRPC4beta/mu-opioid, DAMGO-evoked Fluo4 calcium flux; active compounds read low | hit rate 0.39% among 300,000 | Q9QUQ5;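 active = B-score over 3 SD under the library average, no early fluorescence shift, positive overall ratio signal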
Target sequence (Q9QUQ5 whole entry, looked up): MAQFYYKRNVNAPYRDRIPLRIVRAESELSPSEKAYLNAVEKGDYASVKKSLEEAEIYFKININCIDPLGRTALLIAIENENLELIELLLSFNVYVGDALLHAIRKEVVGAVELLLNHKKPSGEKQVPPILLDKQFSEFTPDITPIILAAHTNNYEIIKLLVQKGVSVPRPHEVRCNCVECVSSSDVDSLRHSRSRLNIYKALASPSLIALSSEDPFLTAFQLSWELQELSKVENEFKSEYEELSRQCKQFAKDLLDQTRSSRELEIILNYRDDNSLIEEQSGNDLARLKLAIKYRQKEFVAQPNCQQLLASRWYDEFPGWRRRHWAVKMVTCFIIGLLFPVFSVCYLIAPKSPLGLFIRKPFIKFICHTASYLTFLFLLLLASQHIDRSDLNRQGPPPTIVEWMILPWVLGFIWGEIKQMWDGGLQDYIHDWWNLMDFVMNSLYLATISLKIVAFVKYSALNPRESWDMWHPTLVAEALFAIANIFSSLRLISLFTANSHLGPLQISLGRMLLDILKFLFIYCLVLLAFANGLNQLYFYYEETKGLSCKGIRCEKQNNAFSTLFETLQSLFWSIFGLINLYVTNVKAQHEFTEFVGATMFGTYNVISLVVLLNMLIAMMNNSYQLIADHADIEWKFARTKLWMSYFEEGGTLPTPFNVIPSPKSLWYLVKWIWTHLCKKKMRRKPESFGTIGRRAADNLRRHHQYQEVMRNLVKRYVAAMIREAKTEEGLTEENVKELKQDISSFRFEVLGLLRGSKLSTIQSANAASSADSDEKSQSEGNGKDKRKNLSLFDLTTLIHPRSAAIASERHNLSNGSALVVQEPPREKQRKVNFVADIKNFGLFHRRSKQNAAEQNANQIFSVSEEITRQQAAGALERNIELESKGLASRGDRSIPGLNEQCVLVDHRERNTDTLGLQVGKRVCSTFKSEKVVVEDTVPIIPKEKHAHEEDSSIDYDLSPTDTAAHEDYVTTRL
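System: stable TRPC4beta/mu-opioid receptor HEK293 cells; Dosing: single-point compound dosing; Measured by: Fluo4 Ca2+ flux fluorescence; Read-out basis: per-well B score of integrated baseline-normalized Fluo4 ratio.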
KLF5 inhibitor: kruppel-like factor 5 inhibition. DLD-1 KLF5 promoter-luciferase reporter, luminescence. inhibition, % at 5 µM. hit rate 0.23% among 290,000. AID 1700;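 active = inhibition above a per-plate limit of that plate's mean compound inhibition plus 3 SD, cut at about 60% in these data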;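 also: 0% = DMSO wells and 100% = LY294002 at 200 µM; higher means less KLF5 promoter-driven luciferase light; inactives centre near -14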
aSyn 5UTR inh: MLPCN primary screen, SNCA 5' untranslated region | AID 1813 | inhibition, % (tested at 7.5 µM) | hit rate 0.82% among 300,000 | alpha-synuclein 5'UTR reporter, inhibitor activity; in the data active = inhibition above about 60%;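 also: H4 neuroglioblastoma cells stably carrying SNCA 5'UTR luciferase fusion; 0% = DMSO wells and 100% = positive control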
TRPC4 act: opens the mouse TRPC4 cation channel; B-score at 10 µM; Q9QUQ5; HEK293 TRPC4beta/mu-opioid, Fluo4 calcium fluorescence; active compounds read high; hit rate 0.49% among 310,000;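 active = B-score above 5 SD of library B-scores, and initial fluorescence ratio not above library mean plus 5 SD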;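 also: positive B-score marks a calcium rise read as TRPC4 activation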
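Assay system: HEK293 cells stably co-expressing mouse TRPC4beta and mu-opioid receptor / Timing: Fluo4 dye loading 45 min at room temperature, 110 s recording / Signal: Fluo4 calcium-sensitive dye fluorescence, kinetic, 1 Hz baseline / Read-out: integrated baseline-normalised fluorescence ratio, converted to per-well B score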
SKKanGAS inh: blocks kanamycin growth of S. pyogenes SKKanGAS strain. BacTiter-Glo, 6 h. inhibition, % at 7.5 µM. hit rate 1.3% among 300,000;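 active = mean replicate score, as percent of positive control median, at least 50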;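 also: strain carries kanamycin resistance gene driven by streptokinase promoter and grows in 40 µg/ml kanamycin; loss of luminescence reflects streptokinase promoter inhibition or plain growth inhibition; 0% = median of DMSO wells and 100% = positive control at its reference dose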
MrgX1 antag: blocks BAM8-22 activation of human MrgX1 receptor; Q96LB2; MRGX1-HEK293 calcium flux, Fluo-4, BAM8-22 antagonism; active compounds read low; B-score at 10 µM; hit rate 1.3% among 310,000; AID 588676;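 active = calcium-response B-score plate-corrected more than 3 library SD below zero, starting fluorescence within 5 deviations, no agonist response on first addition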;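 also: peak minus trough fluorescence over baseline after final BAM8-22 challenge near maximal dose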
TRPC6 activator: activators of mouse TRPC6 channel. B-score at 10 µM. Q61143. hit rate 0.13% among 310,000. HEK293-TRPC6 membrane potential dye fluorescence; active compounds read high;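 active = B-score of the integrated fluorescence ratio above library mean plus 3 SD, and starting fluorescence ratio within library mean plus 5 SD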;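 also: higher score means more depolarization so channel activation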
IEC-6 cytotox: kills IEC-6 intestinal cells in KLF5 counter-screen. hit rate 0.78% among 290,000. inhibition, % at 5 µM. IEC-6 cytotoxicity, luminescence viability; in the data active = inhibition above about 22%;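 also: 0% = plate median of test compound wells and 100% = cytotoxic reference compound wells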
HIF activator: HIF pathway transcriptional activation; activation, % at 7.5 µM (by protocol); AID 1910; hit rate 0.32% among 300,000; U2OS HRE-luciferase reporter, luminescence; normalized: DMSO 0%, desferrioxamine 100%;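 active = mean activation of at least 10% of the iron chelator positive control signal, with at least half of replicates also reaching 10%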
TRPC6 inhibitor: inhibitors of mouse TRPC6 channel; Q61143; HEK293-TRPC6, membrane potential dye, ACh-evoked depolarization; active compounds read low; B-score at 10 µM; hit rate 1.1% among 310,000;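 active = B-score under library mean minus 3 SD, initial fluorescence not abnormally high, positive integrated signal ratio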;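 also: B-score derived from integrated fluorescence ratio over the kinetic read; more negative B-score means stronger inhibition of depolarization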
TRPC4 PAM: allosterically enhances the mouse TRPC4 cation channel | HEK293 TRPC4beta/mu-opioid, DAMGO EC20, Fluo-4 Ca2+ flux; active compounds read high | B-score at 10 µM | hit rate 0.42% among 310,000 | AID 2227;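 active = B-score of calcium response area above 5 SD of library B-scores, with initial fluorescence ratio within 5 SD of library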;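 also: B-score of integrated fluorescence ratio over time as area under calcium response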
Starred values were filed as active, the others as inactive; i = inactive; . = no result given.

The line under a structure holds: TRPC4 inh, KLF5 inhibitor, aSyn 5UTR inh, TRPC4 act, SKKanGAS inh, MrgX1 antag, TRPC6 activator, IEC-6 cytotox, HIF activator, TRPC6 inhibitor, TRPC4 PAM
- CCC(C)(C)NC(=O)C(c1ccc(C)o1)N(C(=O)c1csnn1)c1cccc(F)c1 (stereo unspecified)
  i, -18, -16, i, 0, i, i, -3, 0.3, i, i
- CCOc1ccc(C(=O)/C=C/c2ccccc2C(F)(F)F)cc1
  i, -3, -58, i, 18, i, i, 2, 0.5, i, i
- CNC(=O)C1CCN(S(=O)(=O)c2c(C)noc2/C=C/c2ccc(OC)cc2)CC1
  i, -7, -8, i, -1, i, i, 10, -0.4, i, i
- CCOc1ccc(N(CC(=O)NCc2ccc(Cl)cc2)S(=O)(=O)c2c(C)noc2C)cc1
  i, 11, 17, i, -3, i, i, 10, -0.5, i, i
- Cc1nc(CNS(=O)(=O)c2cccnc2)cs1
  i, 21, 14, i, -1, i, i, 2, ., i, i
- CCN(c1ccccc1)S(=O)(=O)c1ccc(Cl)c(NC(=O)COC(=O)c2cc(O)c3ccccc3c2O)c1
  i, 8, 13, i, 30, i, i, 32*, 2.2, i, i
- Cc1c(C(=O)Nc2ccc(S(=O)(=O)NCC3CCCO3)cc2)cccc1[N+](=O)[O-] (stereo unspecified)
  i, -10, 2, i, 3, i, i, 9, -0.1, i, i
- COc1ccc(NS(=O)(=O)c2cccc(C(=O)N/N=C/c3ccccn3)c2)cc1
  i, -13, -9, i, 2, i, i, -4, 0.4, i, i
- CCCNC(=O)c1cc2ccccc2c(=O)o1
  i, -2, -10, i, -5, i, i, 3, 0.5, i, i
- Cc1ccccc1CNC(=O)CN1C(=O)c2ccccc2S1(=O)=O
  i, -18, 8, i, -5, i, i, 7, -0.6, i, i
- CCCCNC(=O)CSc1nnc(Cc2ccccc2)n1CC1CCCO1 (stereo unspecified)
  i, -10, 4, i, 26, i, i, -2, 0.9, i, i
- COc1cc(C(=O)OC(C)C(=O)Nc2ccc3c(c2)OCO3)ccc1OCc1c(C)noc1C (stereo unspecified)
  i, -20, 17, i, 1, i, i, 2, -1.1, i, i
- Cc1sc2ncnc(SCC(=O)Nc3nc(-c4ccc(F)c(F)c4)cs3)c2c1C
  i, -8, 13, i, 8, i, i, 0, 0.2, i, i
- CCOC(=O)c1oc2ccc(S(=O)(=O)N3CCC(C)CC3)cc2c1C
  i, -20, 21, i, 1, i, i, -10, -0.5, i, i
- COc1ccc(C[C@@H]2CN3C(=NC[C@@H]3C)N2CCNC(=O)c2ccc(C)c(Br)c2)cc1
  i, 15, 10, i, 0, i, i, 2, -0.7, i, i
- O=C(Nc1ncn[nH]1)c1cc([N+](=O)[O-])ccc1Cl
  i, -18, 0, i, -2, i, i, 6, -0.1, i, i
- CCOC(=O)C1CCN(Cc2cc(Cl)c3ccccc3c2O)CC1
  i, 10, 6, i, 5, i, i, -1, 0.7, i, i
- CCOc1ccc(CN(C)C(=O)Cc2c[nH]c3ccccc23)cc1
  i, -36, 13, i, -5, i, i, 5, 0.0, i, i
- Cc1cc(N2CCC(C(N)=O)CC2)nc(-c2ccccc2)n1
  i, -16, 9, i, -2, i, i, -2, -0.1, i, i
- CCOC(=O)C(C(=O)OCC)N(C#N)c1nc(N(C)C)nc(N(C)C)n1
  i, -27, 18, i, 1, i, i, 7, -1.2, i, i
- Cc1ccc(S(=O)(=O)NCCC(=O)NCc2ccc3c(c2)OCO3)cc1C
  i, 0, 20, i, 1, i, i, -6, -14, i, i
- CC(C)C(=O)N1CCN(c2ccccc2NC(=O)COc2ccccc2)CC1
  i, -2, -3, i, -4, i, i, 0, -0.3, i, i
- Cc1cc(S(=O)(=O)Nc2ccc(C(=O)NCC(C)(C)N3CCOCC3)cc2)ccc1F
  i, -7, -5, i, -1, i, i, -4, 0.1, i, i
- CC(C)CN1CCN(Cc2cccc3cccnc23)CC1CCO (stereo unspecified)
  i, -42, -10, i, 8, i, i, 3, -0.2, i, i
- O=C(Oc1ccc(OC(=O)N2CCOCC2)cc1)c1ccccc1
  i, 3, -35, i, -2, i, i, 6, 1.3, i, i
- O=[N+]([O-])c1cnc2ccccc2c1
  i, -29, -3, i, 1, i, i, 9, -0.5, i, i
- O=C(NC(=S)N1CCCC1)c1ccc(Cl)cc1Cl
  i, -10, -7, i, 36, i, i, -6, 0.2, i, i
- Cc1ccccc1Cn1nnc(C(=O)Nc2cccc(C)c2C)c1N
  i, 7, 25, i, 18, i, i, 7, 0.3, i, i
- Cc1ccc(N2CC(C(=O)O)CC2=O)cc1 (stereo unspecified)
  i, -16, 27, i, -6, i, i, -4, -0.5, i, i
- CSc1ccc(S(=O)(=O)NCC(=O)OCCOc2ccccc2)cc1[N+](=O)[O-]
  i, ., 4, i, -11, i, i, ., 0.3, i, i
- CC(C)c1ccc(NC(=O)C2CC(=O)N(C3CCCC3)C2)cc1 (stereo unspecified)
  i, 2, 0, i, 2, i, i, 6, -0.1, i, i
- O=C(Cn1cc(C(=O)c2cccs2)c2ccccc21)NCC1CCCO1 (stereo unspecified)
  i, -15, 24, i, -5, i, i, -2, -0.1, i, i
- CCOC(=O)C(Cc1ccc(OC)c([N+](=O)[O-])c1)NC(=O)CCC(=O)Nc1ccc(OC)cc1 (stereo unspecified)
  i, -18, -10, i, 2, i, i, -1, 0.1, i, i
- C1CCc2nnc(-c3nnc4n3CCCCC4)n2CC1
  i, -13, 16, i, -3, i, i, -6, 0.3, i, i
- Cn1nc(CC(=O)NCc2cccc3ccccc23)c2ccccc2c1=O
  i, -42, 7, i, -15, i, i, -1, 1.0, i, i
- CCOc1ccc(C(=O)NCCc2cnc[nH]2)cc1
  i, -20, -17, i, 1, i, i, -2, 0.8, i, i
- COc1ccc(CNC(=O)C(=O)NC2CCC(C)CC2)cc1 (stereo unspecified)
  i, -4, 9, i, -7, i, i, 2, 0.2, i, i
- COCCn1c(SCc2cccnc2)nnc1-c1ccco1
  i, -17, 3, i, -3, i, i, -4, 0.6, i, i
- Cc1nnc(SCc2ccccc2)[nH]c1=O
  i, -54, 20, i, 28, i, i, 4, 0.0, i, i
- O=S(=O)(c1cccs1)N1CCCc2cccc(O)c21
  i, -189, -82, i, -1, i, i, 1, 1.0, i, i
- O=C(Nc1cccc(-c2csc(Nc3ccc(Cl)cc3)n2)c1)c1ccccc1
  i, ., -47, i, 91*, i, i, ., 0.1, i, i
- CCOC(=O)C1CCN(C2CC(=O)N(c3cccc(Cl)c3)C2=O)CC1 (stereo unspecified)
  i, -4, -23, i, 0, i, i, 2, 0.8, i, i
- COC(=O)c1c(NC(=O)c2ccco2)sc(C(=O)N(C)C)c1C
  i, -9, 8, i, -6, i, i, 1, -0.4, i, i
- Cc1ccc(-c2nc3ccsc3c(=O)[nH]2)cc1
  i, -9, -137, i, -5, i, i, 9, 1.6, i, i
- O=C(CCl)NC1CCCc2ccccc21 (stereo unspecified)
  i, -16, -6, i, -5, i, i, 2, -1.1, i, i
- CC1=NN(c2ccccc2)C(=O)/C1=C/N(C)C
  i, -17, -9, i, -3, i, i, -6, 0.1, i, i
- O=C(Oc1coc(CSc2ncccn2)cc1=O)c1cccc([N+](=O)[O-])c1
  i, -15, 1, i, -11, i, i, -6, 0.1, i, i
- O=C(O)c1cccc(-c2ccc(/C=N/NC(=O)C3COc4ccccc4O3)o2)c1 (stereo unspecified)
  i, 1, -22, i, ., i, i, -1, 0.3, i, i
- COCCNc1nc(-c2ccccc2)nc2ccccc12
  -5*, -25, -6, i, 4, i, i, 1, -0.3, i, i
- COc1ccc(CNC(=O)c2cccs2)cc1
  i, -2, -8, i, -3, i, i, 2, 0.6, i, i
- Cc1cc(C)nc(Sc2ccc([N+](=O)[O-])cc2[N+](=O)[O-])n1
  i, -22, -17, i, 1, i, i, 5, -0.1, i, i
- O=S1(=O)N=C(Nc2nncs2)c2ccccc21
  i, -55, -13, i, 0, i, i, 0, -0.8, i, i
- COc1ccc(/C(C)=N/N=C2/NC(=O)CC(C(=O)O)S2)cc1F (stereo unspecified)
  i, 17, -5, i, -5, i, i, -2, 0.0, i, i
- Cc1ccc(-c2cc(Cc3ccccc3)c(=O)[nH]n2)cc1
  i, -13, 16, i, -5, i, i, 1, 0.5, i, i
- CC(C#N)(NC(=O)COC(=O)c1ccccc1NCCO)C1CC1 (stereo unspecified)
  i, ., 5, i, -12, i, i, ., -0.3, i, i
- O=C(CN1CCc2ccccc2C1)Nc1ccc(F)cc1F
  i, 3, 24, i, -2, i, i, -7, -0.3, i, i
- CCOC(=O)NC(c1ccc(C(C)C)cc1)C(Cl)(Cl)Cl (stereo unspecified)
  i, -6, 8, i, 8, i, i, 1, -0.4, i, i
- O=C(NNC(=O)C1CC1)c1ccccc1[N+](=O)[O-]
  i, -4, ., i, ., i, i, 0, ., i, i
- CCC(CO)NCc1ccc(-c2ccccc2)cc1 (stereo unspecified)
  i, -17, -13, i, -2, i, i, 0, 0.6, i, i
- CCOc1cccc(-c2nnc3sc(COc4ccccc4)nn23)c1
  i, -13, 1, i, 27, i, i, 6, -0.8, i, i
- Cc1cc(C)cc(OCC(=O)NCCN2CCOCC2)c1
  i, -17, 2, i, 5, i, i, 4, -0.1, i, i
- CC(C)C(NC(=O)C12CC3CC(CC(C3)C1)C2)C(=O)O (stereo unspecified)
  i, -14, 17, i, 6, i, i, 7, 0.1, i, i

Compounds as they come; about 5.8% have a hit in one of these screens.
